From PubChem
SENP8 block – blocks human SENP8 cleavage of Nedd8 substrate; inhibition, % at 20 µM; Q96LD8; hit rate 0.64% among 360,000; recombinant SENP8, Nedd8 substrate fluorescence; in the data active = inhibition mostly above about 40%, no sharp cut-off; inactive = mostly below about 27%
Target sequence (Q96LD8 whole entry, looked up): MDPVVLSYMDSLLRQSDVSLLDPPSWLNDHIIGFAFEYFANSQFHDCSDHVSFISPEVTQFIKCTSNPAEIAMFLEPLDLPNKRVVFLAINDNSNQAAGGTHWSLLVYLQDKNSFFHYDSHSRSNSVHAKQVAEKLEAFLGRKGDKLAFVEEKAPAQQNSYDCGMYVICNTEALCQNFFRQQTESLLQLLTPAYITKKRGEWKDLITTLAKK
SENP1 inh – SENP1 (human) catalytic domain inhibition; recombinant SENP1 catalytic domain, CyPet-SUMO1-YPet FRET cleavage; inhibition, % at 10 µM; Q9P0U3; hit rate 0.21% among 360,000;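 active = inhibition at least 30% at 10 µM, raw YFP signal under a set limit, fluorescence ratio 0.5 to 1.5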;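 note: 0% = enzyme with DMSO and 100% = no enzyme wells; some results filed as inactive read as strong as hits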
Target sequence (Q9P0U3 419-644 limits assumed): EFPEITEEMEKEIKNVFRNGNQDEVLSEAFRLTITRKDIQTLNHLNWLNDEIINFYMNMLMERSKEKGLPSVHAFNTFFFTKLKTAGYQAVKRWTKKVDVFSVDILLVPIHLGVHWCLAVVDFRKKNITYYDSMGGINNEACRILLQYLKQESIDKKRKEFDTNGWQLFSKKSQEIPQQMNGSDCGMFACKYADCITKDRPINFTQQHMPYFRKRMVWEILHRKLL
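Test system: hSENP1 catalytic domain, recombinant; Amount: 20 pM final SENP1 enzyme; Medium: Tris pH 8 buffer plus EDTA, NaCl, BME, BSA, NP40, catalase; Schedule: 50 min enzyme reaction, room temperature, light-protected; Technique: FRET fluorescence in CFP and YFP emission channels; Controls: no-enzyme wells low, DMSO-plus-enzyme wells high control.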
Numbers without * were called inactive; i = inactive; & = joins results of further samples.

molecule	SENP8 block	SENP1 inh
COc1ccc(NC(=O)c2cc3cccc(OC)c3oc2=Nc2ccc(C(=O)O)cc2)cc1OC	14.5	-0.3
COc1cc(C(=O)N2CCCC(C)(C(=O)NS(=O)(=O)C3CC3)C2)cc(OC)c1OC (configuration not stated)	8.7	0.5
COC(=O)c1ccc(COc2ccc(F)cc2)o1	9.1	0.7
CC1=C(C(=O)N(C)C)CC(CC(=O)NCCCCc2ccccc2)C(=O)N1CCCN1CCCC1=O (configuration not stated)	0.7	-0.1
O=C(C[C@H]1CC[C@@H]2[C@H](COC[C@H](O)CN2Cc2nccs2)O1)NCc1ccccc1Cl	0.2	-3.3
CC(C)CCOc1ccc(C(=O)Nc2cc(S(=O)(=O)N3CCOCC3)ccc2N2CCOCC2)cc1	8.2	3.0
CCCc1cc(=O)oc2cc(OCC(=O)NCCN3CCOCC3)c(Cl)cc12	-196.4	-0.1
CC(=O)N1CCN(Cc2cc(=O)oc3cc(C)cc(C)c23)CC1	15.5	1.6
Cc1ccccc1NC(=O)Cc1nc(COC(=O)Cc2cccc(C(F)(F)F)c2)cs1	9.9	-23.8
CC(=NNC(=O)c1ccncc1)c1ccc(Cl)c(Cl)c1	14.6	4.2
C[C@H](CO)N1C[C@H](C)[C@@H](CN(C)Cc2ccc(C(F)(F)F)cc2)OCc2cnnn2CCCC1=O	11.1	3.4
CC1(C(=O)NCc2ccccc2)CCC(=O)N1C1CC1 (configuration not stated)	11.4	2.5
CC(O)C(NS(=O)(=O)c1ccc2ccccc2c1)C(=O)OCC(=O)Nc1ccccc1OC(F)F (configuration not stated)	4.7	-2.3
C[C@@H]1ON(C)[C@H]2C[C@H]3c4[nH]c5ccccc5c4CCN3C(=O)[C@@H]12	-37.6	-87.0
O=C(c1cccc(-c2cccc3nccn23)c1)N1CCOCC1	i	1.4
CCN1CCC(CN2CCNC2=S)CC1	1.3	-1.2
COCCN1C[C@@H](CO)O[C@@H](n2cnc3c(N4CCCC4)ncnc32)C1	9.8	-0.2
CC1(C(=O)Nc2ccccc2)CCN1C(=O)C1(c2ccccc2)CC1 (configuration not stated)	9.4	1.6
Cc1cc(C(=O)N/N=C/c2cc(N=Nc3ccccc3)ccc2O)n[nH]1	40.8*	3.3
CCCCCC(=O)N1C[C@H](n2cc(COC(=O)c3ccccc3)nn2)[C@@H](O)C[C@@H]1c1ccc(OC)cc1	11.0	-0.4
Fc1cccc(F)c1[B-](F)(F)F	12.5	0.1
CCOC(=O)[C@]12CCCC=C1N(CCc1ccc(OC)c(OC)c1)C(=O)[C@H](CC(=O)NCC13CC4CC(CC(C4)C1)C3)C2	17.3	-1.0
Cc1c(C(c2cc(O)ccc2Cl)c2c(C)n(C)n(-c3ccccc3)c2=O)c(=O)n(-c2ccccc2)n1C	9.0	-0.6
OC(c1ccc(Cl)c(F)c1)c1ncc(-c2cccc3ccccc23)[nH]1 (configuration not stated)	-327.9	1.0
C(=C1c2ccccc2-c2ccccc21)c1ccccn1	3.5	-0.4
O=C1NC[C@H](CCCCN2C[C@H](Cc3ccc(O)cc3)N(CCC3CCCCC3)C(=O)C2=O)N(CC2CCCCC2)C1=O	12.0	-1.4
CCCOc1ccc(F)cc1-c1cc(C(=O)Nc2ccc(OC)nc2)[nH]n1	11.4	-1.3
O=C(Nc1ccc([N+](=O)[O-])cc1NC(=O)c1ccccc1)c1ccccc1	-2.7	-0.2
COc1ccc(C2=NC(=O)/C(=C\c3cc(OC)c(OC)c(OC)c3)O2)cc1	-101.0	-69.6
Cc1nn(C)cc1CNC(=O)/C=C/c1cnn(C)c1	9.5	4.0
CCCNC(=O)C1(C)CCCN(C(=O)c2ccc3c(c2)CCO3)C1 (configuration not stated)	6.3	0.6
O=C(C1=C(O)C(=O)N(CCN2CCOCC2)C1c1cccc([N+](=O)[O-])c1)c1cc2ccccc2o1 (configuration not stated)	-8.4	0.3
CC1=C(C(=O)N2CCOCC2)CC(CC(=O)NCCc2ccccn2)C(=O)N1Cc1ccc(C(C)(C)C)cc1 (configuration not stated)	6.2	-1.0
CC(Sc1nc2ncc(Cl)cc2[nH]1)C(=O)Nc1ccccc1[N+](=O)[O-] (configuration not stated)	14.4	2.0
CC(=O)Nc1n[nH]c(=S)s1	0.6	-0.1
OCC[C@@H]1C[C@H](O)[C@@H](O)[C@@]2(OCc3cc(Cl)ccc32)O1	5.2	0.2
COc1ccc(C2=NN(C(C#N)c3ccc(OC)cc3)C(c3ccccc3)C2)cc1 (configuration not stated)	-2.9	-40.5
CC1(C(=O)NS(=O)(=O)c2ccccc2Cl)CCN1C(=O)Cc1ccc(Cl)cc1Cl (configuration not stated)	25.2	-0.1
C[C@@H]1CN(S(=O)C(C)(C)C)[C@@H](CCO)/C1=C\c1ccccc1 (some centres not stated)	3.6	0.6
COC1OC2COC(c3ccccc3)OC2C(O)C1NC(=O)c1ccccc1 (configuration not stated)	11.1	1.3
COc1cc(C(O)c2nc(-c3cc4ccccc4o3)cs2)ccc1F (configuration not stated)	-0.5	0.2
Cn1cc(-c2cccc3nncn23)cn1	-20.7	2.1
CC(C(=O)NCc1ccccc1)n1c(-c2ccc3c(c2)CCO3)nc2ccccc21 (configuration not stated)	-35.3	-0.1
CC(C)c1nnc(N2C(=O)C(O)=C(C(=O)c3cccs3)C2c2ccccc2)s1 (configuration not stated)	-18.0	11.2
Cc1ccccc1COc1cccn2c(N(C)C(=O)CCC3CCCC3)c(C)nc12	11.0	-2.3
Cc1cn(C2CCCCO2)c(=O)[nH]c1=O (configuration not stated)	12.9	3.0
Cc1cc(C)nc(NC2=N[C@@H]3CCCC[C@H]3N2C(=O)Nc2cc(Cl)cc(Cl)c2)n1	7.1	1.4
CC1(C(=O)NCc2ccco2)CCN1C(=O)C1(c2ccccc2)CC1 (configuration not stated)	17.1	-1.2
Cc1cc(Cl)ccc1N(CC(=O)N(C)Cc1ccccc1)S(C)(=O)=O	11.1	0.1
CC1(C(=O)NS(=O)(=O)C2CC2)CCN(C(=O)c2ccccc2F)C1 (configuration not stated)	10.1	-1.2
CN(C)C(=O)c1cccc(-c2cnc3c(NC=O)cc(-c4ccccc4Cl)cn23)c1	-201.0	-25.0
Cc1ccc(C)c(NS(=O)(=O)c2ccc(-n3cccn3)cc2)c1	16.1	-0.1
O=C(COC(=O)c1ccc2ccccc2c1)NCc1ccccc1	11.2	0.8
CCOC(=O)C1C(=O)C(=O)N(C(C)C)C1C(=O)OCC (configuration not stated)	16.1	1.1
CC(C)(C)OC(=O)N(Cc1ccccc1)Cc1cccc(OCc2cccc(NC(=O)C3CC3)c2)c1	5.0	-1.9
Cc1cc(C)c2c(=O)n3c(nc2c1)C(Cc1ccc(O)cc1)NC(=O)c1cc2ccccc2cc1-3 (configuration not stated)	-20.4	-0.2
C[C@H](CO)N1C[C@H](C)[C@H](CN(C)S(=O)(=O)c2cccc(C#N)c2)OCc2cnnn2CCCC1=O	-1.6	0.1
CC(C)c1ccc2c(c1)CC[C@H]1[C@](C)(CN)CCC[C@]21C	12.0&4.8	0.2&-1.1
CC1(C(=O)NC2CCN(Cc3ccccc3)CC2)CCN1Cc1cc2ccccc2o1 (configuration not stated)	8.8	2.0
O=C(NCC1CC1)NC(=O)c1ccccc1F	10.3	0.2

Profiles from above.
Profile of COc1cc(C(=O)N2CCCC(C)(C(=O)NS(=O)(=O)C3CC3)C2)cc(OC)c1OC (configuration not stated) : SENP8 block = 8.7; SENP1 inh = 0.5
Profile of Cc1nn(C)cc1CNC(=O)/C=C/c1cnn(C)c1 : SENP8 block = 9.5; SENP1 inh = 4.0

Going on with the list.
molecule	SENP8 block	SENP1 inh
O=C(O)/C=C(/c1ccccc1)C(F)(F)F	29.7	1.5
COC(=O)[C@@]12C[C@@H](CC(=O)N3CCCC3)C(=O)N(Cc3ccccc3)C1=CCC(C)(C)C2	23.5	1.2
C[C@H]1CN([C@@H](C)CO)C(=O)CCCn2nncc2CO[C@@H]1CN(C)Cc1ccc(C(=O)O)cc1	1.7	-0.9
CCCNC(=O)C1(C)CCN(C(=O)Cc2ccc3ccccc3c2)C1 (configuration not stated)	12.6	3.1
CCCNC(=O)c1cc(C2CCCCN2S(C)(=O)=O)on1 (configuration not stated)	6.4	1.2
CC(=O)CSc1nc(CCc2ccccc2)c(C#N)c(=O)[nH]1	0.8	-3.0
O=C(Nc1ccccc1)c1cc(C2CCCN(C(=O)OCc3ccccc3)C2)on1 (configuration not stated)	21.3	-1.7
Cc1ccc(C)c(N2N=C(C(=O)OCc3nnc(-c4ccccc4Br)o3)CCC2=O)c1	22.5	0.2
COc1ccc(C(=O)NCC2CCCN2S(=O)(=O)c2ccccc2)cc1OC (configuration not stated)	10.4	0.4
O=c1[nH]c(=O)n([C@H]2C[C@H](O)[C@@H](CO)O2)cc1F	6.6	1.7
COCC(=O)N(C)C[C@H]1Oc2ncc(Br)cc2C(=O)N([C@@H](C)CO)C[C@H]1C	-2.5	-0.4
O=CN1CCN(C(=O)Cc2ccc(Cl)cc2)CC1	16.0	-0.5
COc1ccc(C(=O)OCC(=O)N2c3ccccc3CC2C)cc1S(=O)(=O)N1CCOCC1 (configuration not stated)	1.5	0.0
COC(=O)[C@]12CCCCC=C1N(Cc1ccc(Cl)cc1Cl)C(=O)[C@H](CC(=O)NCCc1ccccc1OC)C2	16.0	0.2
CC(=O)Nc1ccc2c(c1)C(N1CC3CCC(CC3)C1)c1ccccc1-2 (configuration not stated)	4.4	0.7
CC1(C(=O)NCc2ccccc2)CSCC(=O)N1CC(F)(F)F (configuration not stated)	8.6	-0.1
O=C(NC1CCCCC1)C1c2ccccc2OCC(=O)N1CC(F)(F)F (configuration not stated)	7.5	2.4
COc1ccc([C@H]2C[C@H](O)[C@@H](n3cc(C4CC4)nn3)CN2C(=O)c2cccs2)cc1	5.4	0.0
Cc1ccc(N/C(N)=N/c2nc(CSc3ccc(C)cc3)cc(=O)[nH]2)cc1	20.4	0.8
CCOc1ccccc1N(CC(=O)Nc1ccccc1Br)S(=O)(=O)c1ccccc1	2.5	-0.7
COc1cc(C(=O)NC2CC(C)CC(C)(C)C2)cc(OC)c1OC (configuration not stated)	13.1	2.0
ON=Cc1ccnc2ccccc12	-11.9	1.3
CC(C)CNc1ncnc2c1ncn2[C@H]1CN(C2CCCC2)C[C@@H](CO)O1	13.0	3.0
CCOC(=O)[C@]12CCCC=C1N(CCC1=CCCCC1)C(=O)[C@H](CC(=O)NCC1CCCCC1)C2	5.8	-0.9
O=C(Nc1ccc2c(c1)OCCO2)C(C1CC1)n1c(=O)c(-c2ccccc2)nc2ccccc21 (configuration not stated)	-62.3	1.1
Cc1cc(C)nc(Nc2nc(C(N)Cc3ccc(F)cc3)cs2)n1 (configuration not stated)	1.8	0.1
CCc1cccc2c1NC(=O)C2=O	1.0	1.0
Cc1ccc(S(=O)(=O)N(C)C)cc1NC(=O)COC(=O)c1cccs1	3.4	1.2
CSc1ccc(CN2CCC(C)(Oc3cnc(Cl)c4ccccc34)C2)cc1 (configuration not stated)	-64.8	-1.8
CC(=O)CC1c2ccccc2C=C(c2ccsc2)N1c1ccc(-c2cccs2)cc1 (configuration not stated)	-400.7	-30.6
CCCCn1nnnc1C1(C)CCC(=O)N1CCc1ccc(O)cc1 (configuration not stated)	16.4	0.7
C/C(=N\NC(=O)c1nnn(-c2nonc2N)c1CSc1ccc(C)cc1)c1cccnc1	6.6	1.5
COc1ccc(C(O)c2nc(-c3ccc(F)c(Cl)c3)cs2)cc1 (configuration not stated)	16.9	2.0
CCCCCC(=O)N1C[C@H](n2cc(C3CC3)nn2)[C@@H](O)C[C@@H]1c1ccc(OC)cc1	9.5	1.4
Cc1ccc(C)c(/C=C/C(=O)c2ccccc(=O)c2O)c1	9.8	-55.6
O=C(C(=Cc1ccc(F)cc1)C(=O)c1ccccc1)c1ccccc1	13.0	0.0
CC(C)C(=O)OCC(=O)Nc1ccc(N=Nc2ccccc2)cc1	23.8	2.0
C=CCSc1nnc(NC(=O)CCNC(=O)c2ccccc2Cl)s1	4.1	0.2
COCCC(=O)N1CCOCC1c1cc(C(=O)Nc2ccccc2)no1 (configuration not stated)	13.1	-2.3
CC(C)C1Cc2[nH][nH]c(=O)c2C(C2CC2)O1 (configuration not stated)	8.8	1.1
Cc1ccc(-n2cc(-c3ccccc3)c3c(N4CCOCC4)ncnc32)cc1	-51.8	-0.9
CC1(C(=O)Nc2ccc3nc[nH]c3c2)CCN1C(=O)Cc1ccc(-c2ccccc2)cc1 (configuration not stated)	10.6	0.3
CS(=O)(=O)N(CC(=O)N1CCOCC1)c1cccc(Cl)c1	19.1	3.2

This is a subset; the hit share may differ from the screen's.
